eLon inh: inhibitors of E. coli Lon protease, primary screen, biochemical, fluorescence polarization; P0A9M0; purified E. coli Lon protease; inhibition, % at 7.94 µM; 0.42% of 360,000 active; in the data active = inhibition above about 13%, passing the limit was not always enough;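 note: 0% = enzyme with probe and DMSO and 100% = no enzyme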
FAS-TE inh: FAS thioesterase domain inhibitors, primary screen, biochemical, fluorescence intensity, uHTS; inhibition, % at 15 µM; recombinant FAS-TE, OMFH fluorogenic substrate, fluorescence endpoint; 0.67% of 360,000 active; Fatty acid synthase (Homo sapiens), P49327;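 active = compounds whose normalised, plate-corrected inhibition of enzyme fluorescence in the single-dose primary screen is 50% or more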;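 note: 0% = DMSO with enzyme and 100% = substrate without enzyme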
Rin1 Abl inh: inhibitors of Rin1-Abl protein binding, primary screen, biochemical, TR-FRET; 0.4% of 360,000 active; inhibition, % at 7.35 µM; AID 588664, 2011; Tyrosine-protein kinase ABL1 (Homo sapiens) + Ras and Rab interactor 1 (Homo sapiens), …; in the data active = inhibition above about 5%, passing the limit was not always enough
Target sequence (P00519 whole entry, looked up): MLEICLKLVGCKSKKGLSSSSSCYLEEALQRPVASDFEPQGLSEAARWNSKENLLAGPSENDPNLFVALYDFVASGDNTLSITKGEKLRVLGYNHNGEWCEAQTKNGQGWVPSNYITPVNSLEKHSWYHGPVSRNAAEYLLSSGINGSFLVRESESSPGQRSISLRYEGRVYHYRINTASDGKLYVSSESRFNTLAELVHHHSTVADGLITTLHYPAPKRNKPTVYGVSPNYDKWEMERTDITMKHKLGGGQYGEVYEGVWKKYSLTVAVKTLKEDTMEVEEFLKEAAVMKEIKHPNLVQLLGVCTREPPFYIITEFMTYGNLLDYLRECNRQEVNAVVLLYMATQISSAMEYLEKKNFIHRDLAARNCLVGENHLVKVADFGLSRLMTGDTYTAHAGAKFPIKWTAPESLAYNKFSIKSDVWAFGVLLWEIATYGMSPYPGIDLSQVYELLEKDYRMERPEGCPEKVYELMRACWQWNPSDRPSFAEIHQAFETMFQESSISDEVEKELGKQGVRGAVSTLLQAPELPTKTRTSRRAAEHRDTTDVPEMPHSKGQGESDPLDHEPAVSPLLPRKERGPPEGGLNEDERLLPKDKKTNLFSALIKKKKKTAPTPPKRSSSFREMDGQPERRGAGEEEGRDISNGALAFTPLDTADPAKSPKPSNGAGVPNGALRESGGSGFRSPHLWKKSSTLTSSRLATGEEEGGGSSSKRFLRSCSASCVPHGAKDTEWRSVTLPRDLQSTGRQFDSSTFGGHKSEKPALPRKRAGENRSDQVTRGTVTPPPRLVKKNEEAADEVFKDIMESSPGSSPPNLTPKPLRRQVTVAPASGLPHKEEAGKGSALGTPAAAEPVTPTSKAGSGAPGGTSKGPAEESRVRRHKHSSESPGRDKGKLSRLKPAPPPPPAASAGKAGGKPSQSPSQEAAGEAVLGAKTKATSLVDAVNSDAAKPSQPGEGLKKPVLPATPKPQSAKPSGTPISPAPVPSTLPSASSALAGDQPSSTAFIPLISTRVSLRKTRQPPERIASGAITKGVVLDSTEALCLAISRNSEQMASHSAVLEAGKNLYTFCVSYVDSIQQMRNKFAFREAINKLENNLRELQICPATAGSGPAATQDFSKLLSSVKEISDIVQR
Target sequence (Q13671 whole entry, looked up): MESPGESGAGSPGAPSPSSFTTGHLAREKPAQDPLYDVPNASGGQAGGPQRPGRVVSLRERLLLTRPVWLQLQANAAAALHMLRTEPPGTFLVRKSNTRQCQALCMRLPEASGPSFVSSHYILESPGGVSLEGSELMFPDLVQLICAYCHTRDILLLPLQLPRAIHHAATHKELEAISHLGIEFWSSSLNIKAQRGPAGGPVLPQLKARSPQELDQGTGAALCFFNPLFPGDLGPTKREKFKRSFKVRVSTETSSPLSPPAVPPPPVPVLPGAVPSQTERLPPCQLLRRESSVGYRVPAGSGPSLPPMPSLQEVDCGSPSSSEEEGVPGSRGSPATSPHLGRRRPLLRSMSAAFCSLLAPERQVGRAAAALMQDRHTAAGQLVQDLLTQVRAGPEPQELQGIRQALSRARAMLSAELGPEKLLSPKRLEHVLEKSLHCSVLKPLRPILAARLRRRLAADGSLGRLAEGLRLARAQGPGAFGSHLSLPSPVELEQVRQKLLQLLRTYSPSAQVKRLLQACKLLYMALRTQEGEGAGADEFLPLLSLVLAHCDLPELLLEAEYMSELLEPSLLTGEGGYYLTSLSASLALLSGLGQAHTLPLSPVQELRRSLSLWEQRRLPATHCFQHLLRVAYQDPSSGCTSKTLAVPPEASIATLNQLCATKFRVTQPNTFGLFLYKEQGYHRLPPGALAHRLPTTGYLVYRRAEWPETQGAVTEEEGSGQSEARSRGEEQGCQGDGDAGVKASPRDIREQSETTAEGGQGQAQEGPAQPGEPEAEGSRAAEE
CendR NRP1 mod: modulators of CendR peptide binding to NRP-1, primary screen, biochemical, fluorescence polarization, uHTS | Neuropilin-1 (Homo sapiens), O14786 | FAM-RPARPAR peptide binding to NRP-1 | inhibition, % at 25 µM | 0.85% of 360,000 active | AID 602438, 2012;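 active = inhibition or corrected inhibition above about 18%, plus a signal ratio from 0.5 to 1.5, limit read from the data, passing the limit was not always enough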; note: strong numbers were not always called active
MsrA act: bovine MsrA enzyme activators, primary screen, biochemical, absorbance, HTS; Methionine sulfoxide reductase A (Bos taurus); purified bovine MsrA, absorbance read-out; activation, % at 10.6 µM; 0.3% of 360,000 active; in the data active = activation above about 7.5%;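 note: 0% = vehicle and 100% = reference activator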
MT1-MMP act inh: blockers of MT1-MMP proenzyme processing, primary screen, HT1080 RFP-PRO-GFP cells, GFP/RFP fluorescence; 0.061% of 360,000 active; GFP/RFP ratio change, % at 20 µM; GFP/RFP ratio fluorescence, overnight; percent of plate control window, DMSO zero; Matrix metalloproteinase-14 (Homo sapiens), P50281; AID 651647, 2012;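 active = GFP/RFP ratio change of at least 30% with cell ATP level not reduced by more than half and red fluorescence within 50% of control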; note: strong numbers were not always called active
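Material: RFP-PRO-GFP reporter HT1080 cells. Dosing: single-point 20 µM compound, 1% DMSO. Controls: DMSO and RFP-L50D-GFP cell wells. Timing: cells overnight before dosing, compound overnight, 37 °C, 5% CO2. Measure: GFP/RFP fluorescence ratio.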
MsrA inh: bovine MsrA enzyme inhibitors, primary screen, biochemical, absorbance, HTS; inhibition, % at 15.5 µM; purified bovine MsrA, absorbance read-out; AID 651718, 2012; 0.75% of 360,000 active; Methionine sulfoxide reductase A (Bos taurus); in the data active = inhibition above about 4.5%;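 note: 0% = vehicle wells with enzyme and 100% = reference inhibitor wells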
SKN-1 block: suppressors of acrylamide-induced Pgst-4::GFP reporter in worms, primary screen, SKN-1 inhibitor project, whole organism, uHTS, GFP/RFP fluorescence ratio, strain VP596 | C. elegans VP596 Pgst-4::GFP/RFP ratio, 24 h | inhibition, % at 21.8 µM | 0.49% of 360,000 active | AID 624304, 2012;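 active = interference check ratio from 0.5 to 1.5 plus GFP to RFP signal ratio inhibition reaching or exceeding a fixed threshold, cut at about 30% in these data, passing the limit was not always enough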; note: some compounds called inactive have numbers as strong as hits
Neddyl block: inhibitors of cullin neddylation, primary screen, biochemical, TR-FRET, uHTS, NAE and Ubc12. 0.58% of 360,000 active. NEDD8-conjugating enzyme Ubc12 (Homo sapiens) + NEDD8-activating enzyme E1 regulatory …. calls only at 25 µM; in the data active = inhibition above about 36%
Numbers without * were called inactive; i = inactive; · = no result given. Compounds as they come; overall some 4.2% were active at least once.

Start of the listing, in advance, 5 compounds:
nr	SMILES	eLon inh	FAS-TE inh	Rin1 Abl inh	CendR NRP1 mod	MsrA act	MT1-MMP act inh	MsrA inh	SKN-1 block	Neddyl block
1	CCCCCCn1c(=O)n2n(c1=O)C[C@]1(OC(=O)NCC3CCCCC3)CN(S(=O)(=O)c3ccc(C)cc3)C[C@]1(O)C2	-3.7	23.0	-0.7	0.6	-6.7	-1.0	-0.1	-4.8	i
2	Cc1ccc(S(=O)(=O)N(C)CCCC(=O)Nc2ccc(C)cc2C)cc1	-12.6	-1.2	3.8	-14.0	-2.2	-4.4	2.0	8.7	i
3	N#C/C(=C\c1ccco1)C(=O)NCc1ccccc1	-0.3	-9.3	-1.8	-6.7	-4.2	-0.3	·	20.5	i
4	O=C(COC(=O)CCc1ccccc1)Nc1ccccc1OC(F)F	5.7	4.2	0.1	-8.4	-1.9	-0.6	-0.2	6.9	i
5	CC(=O)Nc1ccc(S(=O)(=O)NCCC(=O)NCCc2ccc(F)cc2)cc1	-7.4	-5.4	-1.0	10.8	-2.9	-1.6	0.1	-9.5	i

The whole of this part (from the top)
nr	SMILES	eLon inh	FAS-TE inh	Rin1 Abl inh	CendR NRP1 mod	MsrA act	MT1-MMP act inh	MsrA inh	SKN-1 block	Neddyl block
1	CCCCCCn1c(=O)n2n(c1=O)C[C@]1(OC(=O)NCC3CCCCC3)CN(S(=O)(=O)c3ccc(C)cc3)C[C@]1(O)C2	-3.7	23.0	-0.7	0.6	-6.7	-1.0	-0.1	-4.8	i
2	Cc1ccc(S(=O)(=O)N(C)CCCC(=O)Nc2ccc(C)cc2C)cc1	-12.6	-1.2	3.8	-14.0	-2.2	-4.4	2.0	8.7	i
3	N#C/C(=C\c1ccco1)C(=O)NCc1ccccc1	-0.3	-9.3	-1.8	-6.7	-4.2	-0.3	·	20.5	i
4	O=C(COC(=O)CCc1ccccc1)Nc1ccccc1OC(F)F	5.7	4.2	0.1	-8.4	-1.9	-0.6	-0.2	6.9	i
5	CC(=O)Nc1ccc(S(=O)(=O)NCCC(=O)NCCc2ccc(F)cc2)cc1	-7.4	-5.4	-1.0	10.8	-2.9	-1.6	0.1	-9.5	i
6	CC(C)[C@H](NC(=O)c1ccco1)C(=O)OCC(=O)N1CCc2ccccc21	-10.2	-5.4	0.9	14.6	-9.1	3.0	-1.1	-13.6	i
7	COc1ccccc1C(=O)NNC(=O)c1cccc(Cl)c1	2.9	1.5	-2.5	1.7	-3.8	2.9	1.0	8.6	i
8	CN(CCc1ccccc1)C(=O)c1cccc(NC(=O)Cc2cccc(NC(=O)C3CCCN(C(=O)C4CCCCC4)C3)c2)c1 (configuration not stated)	9.7	-2.5	-0.6	0.4	-2.6	0.5	-1.3	4.0	i
9	COc1ccc2[nH]c3c(c2c1)CCN1C(=O)C(CC(=O)NCc2cccc(C(F)(F)F)c2)C[C@H](C(=O)N2CCCCC2)[C@@]31C (some centres not stated)	-4.5	30.7	-0.9	-1.8	0.0	-10.1	1.2	0.0	i
10	CC(=O)c1cccc(NC(=O)N2CCCC2C(=O)Nc2c(C)cccc2C)c1 (configuration not stated)	3.3	-5.9	2.8	5.5	-3.9	-4.4	-0.8	37.2*	i
11	CC(C)CN(C(=O)COC(=O)CSc1ccccc1F)c1c(N)n(Cc2ccccc2)c(=O)[nH]c1=O	-2.8	-8.7	0.8	-3.5	0.6	-3.5	0.1	3.3	i
12	COc1ccc(C(=S)N2CCOCC2)cc1OC(=O)c1ccc([N+](=O)[O-])cc1[N+](=O)[O-]	1.9	-4.7	3.4	7.7	-0.1	3.9	-0.7	-10.6	i
13	CCCN(CCC)c1nc2c(C)cccn2c(=O)c1/C=C1/SC(=S)N(Cc2ccco2)C1=O	-202.4	-14.3	1.9	141.3	-0.6	-2.0	·	48.4	i
14	CCC(C)(C)C1CCc2[nH]nc(C(=O)NCc3ccccn3)c2C1 (configuration not stated)	-1.5	2.9	4.5	-10.4	-2.5	-2.7	3.1	9.0	i
15	COCc1cc(/C=N\NC(=O)Cc2ccc(Cl)cc2)ccc1OC	17.2	-5.1	-0.6	-18.4	-2.1	7.7	0.7	1.8	i
16	COc1ccc(C(CC(=O)O)N2Cc3ccccc3C2=O)cc1OC (configuration not stated)	-5.5	-6.1	-3.3	0.9	-0.8	13.5	-0.6	-1.5	i
17	CC(SCCc1ccccn1)C(=O)O (configuration not stated)	-5.6	-9.3	4.1	9.6	-2.7	1.2	-0.1	1.7	i
18	COc1ccc([C@@H]2CC=C(C(=O)O)[C@H](c3ccc(Cl)cc3)N2S(=O)(=O)c2ccc(C)cc2)cc1OC	5.9	-6.5	-1.5	5.0	-1.9	-2.8	0.0	-2.3	i
19	COc1cccc(NC(=O)c2ccco2)c1	-11.3	-14.4	4.2	-3.0	-10.9	-2.2	-1.1	5.4	i
20	CNC(=O)c1c(NC(=O)c2ccco2)sc2c1CCC2	-8.0	4.4	-5.3	6.8	-5.4	1.9	2.7	11.7	i
21	Cn1cc(CCC(=O)N2CCCC(N3CCN(c4ccccc4F)CC3)C2)cn1 (configuration not stated)	-6.5	-4.4	1.6	4.5	-3.0	2.4	0.3	10.0	i
22	Cc1ccc(NC(=S)/C(=C(\[O-])c2ccc(F)cc2)[n+]2ccccc2)cc1	3.5	-8.6	-5.6	-20.4	-1.8	-2.0	0.3	6.9	i
23	NC(=O)CSc1nnc(-c2ccccc2Br)n1-c1cccc(C(F)(F)F)c1	-7.0	-3.4	1.9	-11.8	-1.0	-1.3	0.2	4.9	i
24	CCOc1cc2[nH]c(=O)n(Cc3ccc(C(=O)NCCCN4CCC(C)CC4)cc3)c(=O)c2cc1OCC	-2.8	-2.6	0.1	13.6	-2.4	-0.1	-0.1	17.0	i
25	COc1ccc(C(=O)NC(=S)Nc2cccc3cc(O)ccc23)cc1OC	17.4	10.0	-6.5	1.1	-4.9	-1.9	0.8	17.2	i
26	CC(C)C[C@H](N)C(=O)N1CCC(C(=O)N[C@H](C(=O)NCc2ccc(F)cc2)C(C)C)CC1	-2.3	-3.1	-1.6	-2.5	-1.5	-0.7	0.6	-1.9	i
27	CS(=O)(=O)N(CC(=O)N1CCCCC1)Cc1ccccc1	-9.8	-6.1	-4.1	12.1	-2.5	-3.6	0.6	21.3	i
28	O=C(CSc1nnc(COc2ccc(Cl)cc2)o1)NC1CC2CCC1C2 (configuration not stated)	3.5	1.4	-0.1	6.3	-2.4	-0.1	0.5	38.5*	i
29	O=C(CN1C(=O)c2ccccc2C1=O)NCC1CCCO1 (configuration not stated)	-2.4	-6.6	0.9	8.4	0.7	6.2	-0.7	12.0	i
30	Clc1ccccc1OCCn1cnc2ccccc21	3.6	-6.0	-1.4	7.4	-10.0	1.0	-0.3	-11.4	i
31	O=C(COc1cc(O)c2c(=O)cc(-c3ccccc3)oc2c1)c1cccc([N+](=O)[O-])c1	-4.8	16.3	2.4	6.5	-1.6	2.5	-1.2	22.9	i
32	COc1ccc(C2=NOC(Cn3nc(C(=O)NCc4ccc(OC(F)(F)F)cc4)cc3-c3ccccc3)C2)cc1 (configuration not stated)	-15.2	21.8	-1.1	-10.3	-3.5	0.4	0.8	-5.7	i
33	COc1ccc(Nc2nc3ccccc3n2C)cc1	-3.5	-3.2	-1.4	-6.3	-2.7	-2.0	1.4	19.4	i
34	Cc1ccc(S(=O)(=O)N2CCOCC(=O)NCCOCCNC(=O)COCC2)cc1	-4.7	-3.2	-0.4	16.7	1.2	2.5	0.6	-1.2	i
35	CC(NC(=O)CNC(=O)c1ccco1)c1ccccc1 (configuration not stated)	8.8	-5.9	1.5	-4.8	-4.1	-2.4	0.9	-24.3	i
36	COC(=O)C1(NC(=O)CNC(=O)OCc2ccccc2)CCCC1	-5.4	-8.5	0.2	12.6	-8.2	-2.9	0.8	-18.0	i
37	C/C(CC1(O)/C(=N/O)CCc2nonc21)=N\O (configuration not stated)	-6.6	-10.7	0.2	8.4	-6.8	1.7	0.5	0.2	i
38	Cc1ccc(-c2nnc3sc(-c4ccncc4)nn23)cc1	5.0	0.9	-1.2	9.4	2.4	-1.5	-0.9	-2.7	i
39	COc1ccc(S(=O)(=O)N2CCOCC2)cc1NC(=O)c1ccc2c(c1)OCCO2	-7.9	5.2	-3.0	-0.5	-1.8	-0.5	-1.9	0.2	i
40	COc1ccc(-c2nnc(SCC(=O)c3ccco3)n2-c2ccccc2)cc1	-1.2	3.1	5.5	-1.8	-2.8	-4.5	0.6	9.1	i
41	CCc1cccc(C)c1NC(=S)N(CCN(C)C)Cc1cccs1	7.7	1.1	-0.2	4.5	-7.9	-1.0	-0.8	-2.0	i
42	CC1Cc2ccccc2N1CC(=O)NC(c1ccccc1)c1ccccc1 (configuration not stated)	-8.3	37.9	-2.2	1.1	-2.5	-6.7	1.8	17.7	i
43	CCOC(=O)C1CCCN(S(=O)(=O)c2cc3c4c(c2)CCC(=O)N4CCC3)C1 (configuration not stated)	6.2	-8.3	-0.8	-6.8	-3.0	-4.8	2.4	4.2	i
44	CC(C)NC(=O)N(C)C[C@H]1OCCCC[C@H](C)Oc2ccc(NS(=O)(=O)c3ccccc3)cc2C(=O)N([C@H](C)CO)C[C@H]1C	-5.4	-7.4	-0.6	-5.0	-1.4	0.0	0.3	1.8	i
45	COC(=O)c1sc(S(=O)(=O)N2CCN(CCO)CC2)c(C(=O)OC)c1C	4.9	-0.9	0.2	15.2	-1.9	-1.4	0.0	0.0	i
46	CCCC(=O)Nc1ccc(Cl)c(NC(=O)CC)c1	-8.4	-1.1	-1.4	-9.2	-1.1	2.8	1.5	-4.7	i
47	COc1ccc(N(CC(=O)NN=C2CCN(C)CC2)S(=O)(=O)c2ccc(NC(C)=O)cc2)cc1	-1.8	-4.2	2.8	7.1	-1.4	-1.4	0.5	0.3	i
48	Cc1cc(C)c2cc(CN(Cc3nnnn3C3CCCCC3)CC3CCCO3)c(=O)[nH]c2c1 (configuration not stated)	-4.4	7.6	1.7	-4.9	-1.0	-0.9	0.2	5.5	i
49	COc1ccc(CN2CCN(S(=O)(=O)c3ccccc3)CC2)c(OC)c1OC	2.6	-1.1	1.4	3.8	-9.1	1.8	1.0	-17.9	i
50	O=S(=O)(Nc1ccc(NS(=O)(=O)c2ccccc2)cc1)c1ccccc1	-6.0	0.3	2.7	-5.6	-1.5	2.7	0.9	15.1	i
51	C/C(=N\NC(=O)c1ccc(Br)o1)c1cc2c(cc1NC(=O)CCC(=O)O)OCO2	-2.7	-6.1	0.7	5.2	-3.1	-13.0	-0.1	5.8	i
52	CSc1ccccc1OCc1cc(C(=O)NC2CCc3ccccc32)no1 (configuration not stated)	6.0	3.0	-3.1	-0.4	-2.6	-3.1	-0.9	-0.6	i
53	Cc1ccc(S(=O)(=O)Cn2nnnc2CN2CCCC3(CCCCC3)C2)cc1	-10.8	22.9	-2.8	1.2	-10.2	-11.3	1.4	7.8	i
54	Nc1nc2c(c(=O)[nH]1)C(c1ccccc1)C1=C(N2)c2ccccc2C1=O (configuration not stated)	16.3	10.2	-24.6	8.2	-0.8	13.2	-0.1	-5.9	i
55	Cc1c(N)cc(S(=O)(=O)O)cc1NC(=O)c1cccc([N+](=O)[O-])c1	5.6	-9.7	2.4	-6.8	-12.1	-2.2	-0.6	-5.8	i

High-throughput results: PubChem BioAssay, several laboratories
